High-throughput results (PubChem BioAssay)
G6PDH CS – counter-screen for G6PDH assay hits: L. mesenteroides G6PDH inhibition; Purified L. mesenteroides G6PDH, diaphorase/resazurin coupled fluorescence, 45 min; inhibition, % at 5 µM; 0.12% of 200,000 active
Diaphorase inh – diaphorase inhibition or chemical oxidation counter-screen. inhibition, % at 20 µM. diaphorase resazurin-to-resorufin fluorescence, NADH, 16 min; bacterial (C. kluyveri) enzyme, not human. 0.69% of 190,000 active;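 active means primary screen inhibition at 20 µM above a set limit, cut at about 50% in these data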;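 further: plate controls were DMSO with full reaction for no effect and wells lacking NADH for full effect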
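Detection: fluorescence of resorufin formed from resazurin, Ex 544/Em 590 nm; test system: Clostridium kluyveri diaphorase enzyme; amount: 0.14 U/mL diaphorase, enzyme working solution; times: 16-min room-temperature incubation before reading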
PMI act satM6P – increases human PMI activity with near-saturating mannose 6-phosphate; coupled PMI enzyme assay, resazurin fluorescence, 20 min; active compounds read high; 1 = untreated enzyme, 0 = substrate-free blank; P34949; 0.34% of 190,000 active; activation factor at 20 µM;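 active means activation factor of 2 or more at 20 µM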
Target sequence (P34949 whole entry, looked up): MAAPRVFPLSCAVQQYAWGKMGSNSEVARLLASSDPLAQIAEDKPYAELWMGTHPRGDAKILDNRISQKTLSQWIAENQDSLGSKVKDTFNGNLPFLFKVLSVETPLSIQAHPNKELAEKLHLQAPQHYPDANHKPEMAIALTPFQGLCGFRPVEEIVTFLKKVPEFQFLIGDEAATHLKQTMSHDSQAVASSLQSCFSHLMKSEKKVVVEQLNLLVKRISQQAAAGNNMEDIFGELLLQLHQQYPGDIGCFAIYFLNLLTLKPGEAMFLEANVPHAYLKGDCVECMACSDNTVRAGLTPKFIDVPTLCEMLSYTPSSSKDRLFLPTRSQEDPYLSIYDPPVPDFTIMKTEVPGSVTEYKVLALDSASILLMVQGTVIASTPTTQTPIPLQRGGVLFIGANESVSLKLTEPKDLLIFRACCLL
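Test system: Human PMI in coupled enzyme assay | Input: 15 ng/mL PMI | Medium: HEPES-buffered pH 7.4 with magnesium and detergent | Compound: One concentration, 20 µM, in 1% DMSO | Incubation: Enzyme reaction with compound 20 min at room temperature | Detection: Diaphorase-driven resazurin-to-resorufin fluorescence, excitation 544, emission 590 nm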
PMI act – phosphomannose isomerase (human) activation; P34949; purified human PMI, coupled resazurin fluorescence, 20 min; active compounds read high; 1 = vehicle control, 0 substrate-free wells; activation factor at 20 µM; 0.005% of 190,000 active;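 active means activation factor of 2 or more at 20 µM, relative to plate controls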
DTT redox prof – compounds producing H2O2 with reducing agent – biochemical, NIH compound library profiling, artefact control for MLSCN library redox annotation, primary screen; DTT-dependent redox cycling H2O2, phenol red/HRP absorbance; 100% = 100 µM peroxide control, 0% = buffer; activation, % at 10 µM; 0.03% of 200,000 active; AID 878;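 active means activation of at least 50% relative to the plate's high and low controls in the primary single-dose screen; inactive means activation below 50%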;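 further: compound incubated with DTT at 0.8 mM final as the reducing agent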
S1P3 antag – antagonists of human S1P3 receptor | CHO S1P3 NFAT-BLA reporter, FRET fluorescence, antagonist mode | inhibition, % at 4.98 µM | 0.27% of 170,000 active;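 active means inhibition above the plate cutoff, the mean inhibition of test wells on that plate plus 3 SD, cut at about 28% in these data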;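 further: cells challenged with S1P at its EC80 of 0.8 µM; blue over green emission ratio from cleaved BLA substrate after 4 h stimulation; 0% = S1P-stimulated wells and 100% = unstimulated DMSO-only wells; some compounds past the cut are filed as inactive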
Target sequence (Q99500 whole entry, looked up): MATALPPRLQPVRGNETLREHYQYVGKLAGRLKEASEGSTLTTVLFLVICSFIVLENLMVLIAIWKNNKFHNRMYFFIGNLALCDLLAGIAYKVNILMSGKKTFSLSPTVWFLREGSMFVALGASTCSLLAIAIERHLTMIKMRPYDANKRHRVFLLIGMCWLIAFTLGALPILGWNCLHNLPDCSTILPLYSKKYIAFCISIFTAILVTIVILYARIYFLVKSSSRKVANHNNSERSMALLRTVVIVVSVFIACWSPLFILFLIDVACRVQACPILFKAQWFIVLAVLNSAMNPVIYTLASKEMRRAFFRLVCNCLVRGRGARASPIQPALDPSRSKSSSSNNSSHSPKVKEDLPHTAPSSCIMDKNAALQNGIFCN
L major viab – inhibitors of Leishmania major promastigote growth; 9% of 200,000 active; inhibition, % at 10 µM; Leishmania major promastigotes, resazurin fluorescence viability; AID 1063;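 further: promastigotes grown with compound for 44 hours at 28 °C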
RAM inhibit – inhibitors of the yeast RAM network. S. cerevisiae dse1pr::URA3 reporter, 5-FOA growth OD615, 2 d; analog-sensitive cbk1-as2 kinase mutant strain. inhibition, % at 50 µM. 1.8% of 190,000 active. AID 868;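 active means inhibition above a set limit, 3 SD over mean compound inhibition, cut at about 8.4% in these data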;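 further: 0% = DMSO-only wells with no growth and 100% = 10 µM 1-NA-PP1 full growth; inhibition rescues growth on 5-FOA so higher OD means more RAM inhibition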
TLR4 MyD88 comp – TLR4-MyD88 interaction inhibition in cells; HeLa CL3-4 TLR4/MyD88 BLA complementation, FRET ratio; O00206+Q99836; inhibition, % at 8.4 µM; 0.18% of 200,000 active; AID 861; in the data active means inhibition above about 25%;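 further: 0% = vehicle and 100% = reference inhibitor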
Diaphorase act – counter-screen for diaphorase-based assays: diaphorase activators and chemical reducers; Diaphorase/resazurin coupled assay, resorufin fluorescence, 16 min; active compounds read high; 1 = vehicle wells, 0 = NADH-free wells; 0.005% of 190,000 active; activation factor at 20 µM;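 active means diaphorase activity raised at least twofold by the compound at 20 µM; inactive means activation factor below 2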
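System – purified diaphorase enzyme from Clostridium kluyveri · Input – enzyme 0.07 U/mL final · Also added – final NADH 0.114 mM, resazurin 0.1 mM · Measured by – fluorescence of resorufin, 544 nm excitation, 590 nm emission · Timing – 16 min enzyme reaction, ambient temperature · Measure – resorufin increase flagging diaphorase activators or reducers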
Hsp70 activator – transcriptional activators of Hsp70; activation, % at 10 µM; AID 1203; HeLa Hsp70 promoter luciferase reporter, luminescence; scaled: vehicle 0, proteasome-inhibitor control 100%; 0.04% of 200,000 active;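 active means activation above the mean across all tested compounds plus 3 SD, cutoff set per campaign, cut at about 5.5% in these data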;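 further: 100% = MG132 at 30 µM as the positive control and 0% = DMSO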
The depositor's hits bear a star; / = no result given. Unless noted, no stated cut-off is given here; in the data, active means inhibition above about 50%; inactive means the rest.

Below each compound – G6PDH CS | Diaphorase inh | PMI act satM6P | PMI act | DTT redox prof | S1P3 antag | L major viab | RAM inhibit | TLR4 MyD88 comp | Diaphorase act | Hsp70 activator
1: CCOC(=O)c1ccc(NC(=O)c2cn(CCC#N)nc2-c2ccc3c(c2)OCCO3)cc1
→ -12 | 6 | 1 | 1 | 0.6 | -10 | 68* | 2.1 | -9 | 0.9 | -0.3
2: COC(=O)c1cccc(NC(=O)CN2CCC(NC(=O)c3cc(OC)c(OC)c(OC)c3)CC2)c1
→ / | / | / | / | -1.0 | -8 | 14 | -0.8 | 4 | / | -0.2
3: O=C(Cn1nc(C(F)(F)F)c2c1CCCC2)NC1CCCC1
→ 6 | -7 | 1 | 1 | 2.5 | 4 | -8 | -0.7 | 9 | 1.1 | -0.5
4: CCCCCCn1c(CN2CCN(CCO)CC2)nc2c1c(=O)n(C)c(=O)n2C
→ 16 | 18 | 0.8 | 0.8 | 0.0 | -24 | 40 | 0.6 | 2 | 0.8 | -0.3
5: C=CCN1CC(c2nc3ccccc3n2Cc2ccccc2)CC1=O (stereo unspecified)
→ 4 | 5 | 1 | 1.1 | -0.7 | -10 | -5 | 0.4 | -7 | 0.9 | -0.1
6: CNCCc1ccccn1
→ 7 | -4 | 1.3 | 1.3 | -0.6 | 7 | 11 | -0.7 | 10 | 1 | -0.2
7: O=C(NCc1ccc(F)cc1)C1CCN(S(=O)(=O)c2ccc3c(c2)OCCCO3)CC1
→ -7 | 22 | 0.9 | 0.8 | 0.3 | 9 | -3 | -0.5 | 2 | 0.8 | -0.5
8: CC(C)c1nccn1S(=O)(=O)c1cccc([N+](=O)[O-])c1
→ 2 | 6 | 1 | 0.9 | 0.1 | -9 | 52* | -0.9 | 3 | 0.9 | -0.2
9: CCOc1cc(/C=N/NC(=O)CSc2nncn2C)ccc1OC(=O)c1ccc(Cl)cc1
→ -3 | 18 | 0.9 | 0.9 | 0.1 | 4 | 41 | 4.7 | -3 | 0.8 | -0.4
10: Cc1cc(C)c2c(c1)cc(C)c1nnc(SCC(=O)Nc3ccc(S(=O)(=O)N4CCCCC4)cc3)n12
→ -19 | 28 | 0.9 | 0.8 | 0.0 | 5 | 47 | 1.7 | 10 | 0.7 | 0.1
11: O=C(Nc1cccc(Cl)c1)Nc1nccs1
→ 0 | 11 | 0.9 | 0.9 | -0.3 | -7 | 6 | 3.6 | 10 | 0.9 | -0.4
12: CCc1cc(C(=O)O)c(NC(=O)/C=C/c2ccc(OC)c(OC)c2)s1
→ -2 | 19 | 0.8 | 0.9 | 0.1 | -3 | -11 | 1.7 | -5 | 0.8 | 0.0
13: Cc1nc2ccc(S(=O)(=O)N(C)CC(=O)Nc3ccccc3F)cc2s1
→ 2 | -1 | 1.1 | 1 | 6.5 | 1 | -4 | 0.5 | 3 | 1 | -0.2
14: COc1ccc(NC(=O)c2oc3ccccc3c2C)c(OC)c1
→ -24 | 10 | 1 | 0.9 | 0.3 | / | 2 | 5.4 | 0 | 0.9 | 0.1
15: CCOc1ccccc1NC(=O)CSc1nnc(Cc2cccn2C)n1-c1ccc(F)cc1
→ -4 | 12 | 0.9 | 0.9 | -0.3 | -22 | 12 | 4.6 | -6 | 0.9 | -0.3
16: O=C(Cn1cccc1C(=O)c1ccccc1)NCc1cccs1
→ 3 | 12 | 1 | 1 | -0.1 | -21 | -6 | -0.5 | -10 | 0.9 | -0.3
17: CCOC(=O)c1nnn(-c2nonc2N)c1CN(CC)c1ccccc1
→ 4 | 19 | 0.9 | 0.9 | 0.2 | / | 23 | 0.8 | 1 | 0.8 | -0.1
18: CCOC(=O)C1(CC)NC(c2ccco2)C2C(=O)N(CC)C(=O)C21 (stereo unspecified)
→ 24 | 3 | 1 | 1 | 0.2 | / | -3 | 0.9 | 4 | 1 | -0.3
19: CN(C)CCCN1C(=O)C(=O)/C(=C(/O)c2ccncc2)C1c1cccc(Br)c1 (stereo unspecified)
→ 15 | 18 | 1.2 | 1 | 1.8 | -34 | -5 | -0.2 | 2 | 0.8 | -0.1
20: Cc1cccc(N2CCN(C(=O)c3ccccc3NC(=O)C3CC=CCC3C(=O)O)CC2)c1 (stereo unspecified)
→ 2 | 9 | 1 | 1 | -0.3 | / | -8 | 2.3 | 2 | 0.9 | 0.2
21: CCOc1ccc(NC(c2ccccn2)c2oc(CO)cc(=O)c2O)cc1 (stereo unspecified)
→ 16 | 30 | 0.5 | 0.9 | -2.0 | -22 | 0 | -0.9 | -2 | 0.7 | -0.2
22: O=C(CNS(=O)(=O)c1ccc2ccccc2c1)OCC(=O)c1ccc(Br)s1
→ 20 | -1 | 1 | 1 | 0.0 | / | -6 | 3.8 | 0 | 1 | -0.1
23: Cc1ccc(C(=O)NC(C)(COc2nonc2C)COc2nonc2C)cc1
→ 2 | -4 | 1.1 | 1 | 0.3 | -6 | 9 | 0.6 | -2 | 1 | -0.1
24: O=C(NC1CCCC1)c1ccc(CS(=O)(=O)c2cccc(C(F)(F)F)c2)o1
→ 2 | 9 | 1 | 1 | 2.2 | -27 | -3 | 2.1 | 6 | 0.9 | -0.5
25: CCn1c(=O)cc(SCC(=O)Nc2cccc(C)n2)c2ccccc21
→ 1 | 10 | 0.9 | 0.9 | -0.5 | -4 | 1 | 5.0 | -12 | 0.9 | 0.1
26: COc1cccc(Cn2cnc3c(N)c(C)c(C)cc32)c1
→ -4 | 17 | 0.6 | 0.8 | -0.8 | -15 | 8 | -0.4 | -10 | 0.8 | 0.2
27: COC(=O)C(C)Sc1ncnc2c1nnn2-c1ccc(F)cc1 (stereo unspecified)
→ 3 | 16 | 1 | 0.9 | 1.4 | -25 | 10 | 1.9 | 0 | 0.8 | 0.0
28: COc1cccc2cc(C(=O)NCCC3=CCCCC3)c(=O)oc12
→ 1 | 9 | 0.8 | 1 | -1.6 | -15 | -1 | 3.6 | 13 | 0.9 | -0.1
29: CC1Cc2nc(SCC(=O)NC3CCCCC3)n(C)c(=O)c2S1 (stereo unspecified)
→ 16 | 11 | 1 | 0.9 | -1.1 | -23 | -4 | 1.2 | -5 | 0.9 | -0.2
30: CCCCNC(=O)c1onc(CSc2ccccc2)c1C(=O)O
→ -2 | 0 | 1 | 1 | 15 | / | -6 | -0.7 | 13 | 1 | 0.1
31: CCOc1cc(C(=O)OCC(=O)Nc2ncc(Cl)c(C)c2Cl)ccc1OCC(=O)N1CCOCC1
→ -15 | 31 | 1 | 1 | 0.7 | 0 | -4 | 1.2 | 0 | 0.7 | -0.4
32: Cc1ccc(N2C(=O)CC(Nc3ccccc3)C2=O)cc1 (stereo unspecified)
→ -2 | 15 | 0.9 | 0.9 | 0.3 | / | -6 | 2.8 | -3 | 0.8 | -0.2
33: Cc1ccc(/C=N/N2CCOCC2)s1
→ -1 | -3 | 1 | 1.1 | -1.5 | 0 | -1 | -0.1 | -3 | 1 | 0.0
34: Cc1ccc(S(=O)(=O)c2c(C)cc(C)nc2N2CCCCC2)cc1
→ 7 | 6 | 1 | 1 | 0.3 | -11 | 42 | 4.1 | 3 | 0.9 | -0.4
